Screening data as filed in PubChem BioAssay.
aSyn yeast inh = rescues yeast growth from alpha-synuclein toxicity; Yeast expressing alpha-synuclein, growth rescue, BacTiter-Glo, 24 h; Potency, µM (top dose mostly 46.1 µM), for the others: at the highest dose growth rescue (activation), hits mostly activators; hit rate 0.14% among 370,000; further: potency means the concentration at half of the fitted maximal effect; % of control where 0% means no effect; nearly all actives have a fitted effect of over 65% in size
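Screening used galactose-induced yeast with toxic alpha-synuclein levels, exposed to compound for 24 hr at 30 deg C. Cell growth, read with BacTiter-Glo luminescence, gave the measured signal.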
pAkt inh = inhibitors of Akt phosphorylation; activity change, % for hits at 50 µM; hit rate 0.32% among 360,000; AID 651550; Neuro2A IGF-stimulated pAkt S473 HTRF, 20 min; stronger effect = lower value; in the data active means activity change below about -80%; inconclusive means mostly about -51% to -80%; further: on the % scale 0 is the no-effect control and ±100 the full control effect
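Neuro2A cells in DMEM with 0.5% FBS, overnight at 37 deg C, given compound at single 50 µM final, then IGF (6 nM final) for 20 min at 37 deg C. Lysed; phospho-Akt Ser473 by HTRF after 24 h, 665/615 ratio.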
MmCpn inh = M. maripaludis TRiC chaperonin inhibition. Potency, µM (doses to about 76.9 µM), inactives show top-dose activity, negative = inhibition, most hits filed as inhibitors. purified Mm-Cpn ATPase, ADP Transcreener TR-FRET. hit rate 0.031% among 330,000; further: potency means the concentration at half of the fitted maximal effect; on the % scale 0 is the no-effect control and ±100 the full control effect; nearly all actives have a fitted effect of over 80% in size
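Eu-cryptate anti-ADP/ADP-d2 competition gives a ratio inversely related to ADP. Enzyme at 25 nM was pre-exposed to compound for 10 min, then given 10 uM ATP for 30 min, 37°C throughout.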
HEK293 tox = cytotoxicity in counter-screen for GLP-1R inverse agonists. HEK293 cAMP-luciferase reporter cells, luminescence, 24 h. Potency, µM (top dose mostly 38.3 µM), for inactives: at the top dose activity change, negative = inhibition, hits mostly inhibitors. hit rate 0.13% among 410,000;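 further: loss of luciferase light is scored as toxicity; potency means the concentration at half of the fitted maximal effect; on the % scale 0 is the no-effect control and ±100 the full control effect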
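MLSMR compounds, 24 hr on cells at 37 deg C/5% CO2; luminescence after luciferase reagent (12 min RT). Inhibition counted as the undesired cytotoxic outcome.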
TDP-43 yeast inh = TDP-43 toxicity inhibition in yeast; TDP-43 expressing yeast growth rescue, BacTiter-Glo, 24 h; Potency, µM (top dose mostly 46.1 µM), for the others: at the highest dose growth rescue (activation), actives largely listed as activators; hit rate 1.8% among 410,000; AID 652104; further: potency means the concentration at half of the fitted maximal effect; % of control where 0% means no effect; nearly all actives have a fitted effect of over 50% in size
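Yeast expressing TDP-43 (pregrown in raffinose, seeded at OD600=0.02 in galactose medium) exposed to compounds 24 hr at 30 deg C. Growth read by BacTiter-Glo luminescence; rescue of toxicity appears as increased signal.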
GLP1R inv ag = GLP-1 receptor (human) inverse agonism; AID 624417; hit rate 1.6% among 410,000; P43220; Potency, µM (top dose mostly 38.3 µM), for the others: top-dose activity change, negative = inhibition, usual class: inhibitors; HEK293 GLP-1R CRE-luciferase, luminescence, 24 h; GLP-1R form is constitutively active; further: potency means the concentration at half of the fitted maximal effect; on the % scale 0 is the no-effect control and ±100 the full control effect; nearly all actives have a fitted effect of over 55% in size
Target sequence (P43220 whole entry, looked up): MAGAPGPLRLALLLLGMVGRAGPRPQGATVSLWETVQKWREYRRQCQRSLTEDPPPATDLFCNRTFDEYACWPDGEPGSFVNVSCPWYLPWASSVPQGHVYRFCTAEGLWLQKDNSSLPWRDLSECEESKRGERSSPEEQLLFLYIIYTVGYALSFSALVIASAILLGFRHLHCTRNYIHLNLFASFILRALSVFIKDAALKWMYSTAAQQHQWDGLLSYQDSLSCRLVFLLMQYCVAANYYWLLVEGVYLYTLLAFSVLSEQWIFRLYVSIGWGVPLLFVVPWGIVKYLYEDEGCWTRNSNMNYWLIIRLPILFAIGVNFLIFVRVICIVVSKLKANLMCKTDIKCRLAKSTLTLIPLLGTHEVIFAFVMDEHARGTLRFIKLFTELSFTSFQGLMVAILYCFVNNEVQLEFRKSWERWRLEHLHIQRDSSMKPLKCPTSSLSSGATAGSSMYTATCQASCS
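Inverse agonism was detected as reduced cAMP-driven luciferase luminescence after 24 h compound treatment. The cells were HEK293 clones expressing constitutively active human GLP-1R with the reporter. Reporter-only and GPR119 cell lines served as counterscreen controls.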
FUS suppressor = FUS proteinopathy suppression in yeast; S. cerevisiae FUS-expressing, growth rescue, OD600, 24 h; Potency, µM (titrated, usually from 76.6 µM), inactives show at the highest dose growth rescue (activation), most hits filed as activators; hit rate 0.24% among 390,000; AID 1347120;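 further: potency means the concentration at half of the fitted maximal effect; plate controls were DMSO vehicle for no effect and reference control for full effect; nearly all actives have a fitted effect of over 55% in size; some results filed as inactive show a strong effect at the top dose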
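Yeast FUS proteinopathy model; galactose-induced FUS (2%), starting OD 0.005. Cpds in dilution series, 24hr, 30C, 99% humidity. Abs 600 nm growth. Pos ctrl CP55940 (top 92uM final); neg ctrl DMSO.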
PTHR1 ag = PTHR1 (human) receptor agonism | Potency, µM (highest dose often 115 µM), without a hit: top-dose activation, actives largely listed as activators | hit rate 0.075% among 410,000 | HEK293 GP2 PTHR1 cells, GloSensor cAMP luminescence, 1 h | AID 743266; further: potency means the concentration at half of the fitted maximal effect; nearly all actives have a fitted effect of over 55% in size; some results filed as inactive show a strong effect at the top dose; inactives centre near -15; many of its hits are not listed in these tables
Target sequence (Q03431 whole entry, looked up): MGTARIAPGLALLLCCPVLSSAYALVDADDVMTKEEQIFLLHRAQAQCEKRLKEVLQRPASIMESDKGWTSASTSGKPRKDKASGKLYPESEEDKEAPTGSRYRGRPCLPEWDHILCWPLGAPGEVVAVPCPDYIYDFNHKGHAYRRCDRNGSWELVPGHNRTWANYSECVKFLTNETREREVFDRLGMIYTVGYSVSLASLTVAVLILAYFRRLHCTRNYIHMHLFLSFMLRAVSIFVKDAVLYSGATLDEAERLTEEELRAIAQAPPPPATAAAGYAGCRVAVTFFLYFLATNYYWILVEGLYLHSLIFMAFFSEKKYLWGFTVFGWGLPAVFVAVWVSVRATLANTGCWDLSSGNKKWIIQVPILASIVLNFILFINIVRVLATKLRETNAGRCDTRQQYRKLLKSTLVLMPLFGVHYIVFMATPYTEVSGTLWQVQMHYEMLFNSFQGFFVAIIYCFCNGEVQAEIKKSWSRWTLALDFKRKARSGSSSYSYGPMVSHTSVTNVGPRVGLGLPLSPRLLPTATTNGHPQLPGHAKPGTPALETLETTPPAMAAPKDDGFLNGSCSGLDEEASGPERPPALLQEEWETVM
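HEK-293-derived GP2 cells expressing PTHR1 and a GloSensor cAMP reporter, 3,000/well, plated overnight, given luciferin plus IBMX (each 0.5 mM as added) for 1 h at 37 °C, then compound for 1 h at 37 °C. Luminescence was read after 15 min at room temperature.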
Abeta rescue = restores growth of yeast expressing A-beta42 peptide. yeast expressing A-beta42, growth rescue, OD600, 48 h; response scale: 0% DMSO, 100% iron-clioquinol control. hit rate 0.063% among 410,000. Potency, µM (titrated, usually from 46.1 µM), for the others: at the highest dose growth rescue, actives largely listed as activators. AID 1347071; further: potency means the concentration at half of the fitted maximal effect; nearly all actives have a fitted effect of over 55% in size
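Yeast growth medium received pinned compounds, then yeast cells expressing toxic A-beta were added; plates incubated at 30 C for 48 hr. Growth read as absorbance at 600 nm, normalized to DMSO and equimolar FeCl3 plus clioquinol controls.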
* marks the source's active call; other numbers are inactive results; i = inactive; u = inconclusive; x = not tested or not shown; & = joins results of further samples; [ ] = dose if it differs, or a comment. Unless noted, the call rests on the fitted dose curve; in most records, active means well fitted curve in the direction sought with a large enough effect; inconclusive means small, poorly fitted or top-dose-only effect, or another doubt; inactive means no such curve, though single readings can be large; an effect the other way counts as inactive or inconclusive. This is a subset, so the mix of outcomes need not match the whole.

SMILES	aSyn yeast inh	pAkt inh	MmCpn inh	HEK293 tox	TDP-43 yeast inh	GLP1R inv ag	FUS suppressor	PTHR1 ag	Abeta rescue
COc1ccccc1OCc1ccc(C(=O)Nc2cc(OC)c(OC)c(OC)c2)o1	20%	i	1%	2%	20%	2%	15%	-20%	u
CCn1c(SCc2ccc(Cl)cc2)nnc1-c1ccccc1	3%	i	-2%	2%	29%	u	2%	-4%[57.5 µM]	-16%
Cc1ccc(-c2nc(-c3ccccn3)no2)cc1[N+](=O)[O-]	-12%	i	-1%	2%	u	u	-31%	-33%[inhibitor]	-10%
NS(=O)(=O)c1ccc(CCNc2nn3c(-c4cccc(OC(F)(F)F)c4)cnc3s2)cc1	-10%	i	x	-22%	0%	u	u	-50%[inhibitor]	4%
CCc1cc2c(=O)c(-c3cnn(-c4ccccc4)c3)c(C)oc2cc1OCC(=O)Nc1ccc(F)c(F)c1	4%	i	-1%	-2%	-27%	1%	x	i	-4%
CN(C)c1cc2c(cc1NC(=O)c1ccc(F)cc1)n(C)c(=O)n2C	x	x	x	-1%	1%	23%	-19%	-41%[inhibitor]	-9%
Cc1cccc(Oc2ccc(NC(=O)C3CC=CCC3C(=O)O)cc2)c1 (configuration not stated)	17%	i	-16%	-11%	-6%	-3%	18%	-31%[inhibitor]	13%
O=C(NCc1ccco1)c1ccccc1NC(=O)C1CC(=O)N(c2ccc(Cl)cc2)C1 (configuration not stated)	11%	i	1%	-9%	13%	-27%	8%	-28%	1%
Oc1cc(-c2ccncc2)cc2cccnc12	x	x	2%&2%	x	x	x	-15%	-17%	-31%[inhibitor]
COc1ccc2c(c1)[nH]c1c(=O)n(CCN3CCOCC3)cnc12	-1%	i	-1%	-3%	-24%	32%	24%	i	-9%
N#Cc1ncc(Cl)c2ccccc12	0%	i	1%	2%	7%	13%	-6%	i	0%
COc1ccc(-n2nc(C(=O)Nc3ccc4c(c3)OCO4)c3c4ccccc4n(C)c3c2=O)cc1	4%	i	-1%	-6%	1%	6%	13%	i	8%
CC(C)Nc1nnc(SC(C)C(=O)Nc2ccc(N3CCOCC3)cc2)s1 (configuration not stated)	1%	i	-3%	3%	12%	8%	-2%	i	-20%
O=C(N/N=C/c1c(Cl)cccc1Cl)c1n[nH]c2c1CCCC2	0%	i	0%	-23%	5%	u	-11%	-25%	-1%
CCCCCCn1cc(CN2CC(N3CCN(CCN(C)C)CC3)CS2(=O)=O)nn1 (configuration not stated)	3%	i	x	0%	19%	33%[activator]	-5%	-26%	-1%
COC(=O)c1cccc(-c2ccc(/C=N/N3C(=O)C4C5C=CC(C6CC56)C4C3=O)o2)c1 (configuration not stated)	-2%	i	1%	-6%	-13%	-36%	13%	-13%	-13%
Cc1cc(C)c(C)c(/C=C(/C#N)C(N)=S)c1C	16%	i	-3%	1%	27%	-23%	-5%	-23%	5%
CC1(C)C(=O)OC(c2cccs2)C2(CCCCC2)C1=O (configuration not stated)	13%	i	-1%	1%	22%	-29%	-4%	-16%	23%
Cc1ccccc1NC(=S)N1CCCN(Cc2ccc(F)cc2)C1	3%	i	0%	-8%	0%	u	19%	-8%	8%
C=Cc1ccc(CSc2cc(C)nc3nc(C)nn23)cc1	11%	i	-4%	-18%	16%	-3%	27%	-3%	8%
CC(=O)c1cccc(NC(=O)Nc2nc(C)cc(C)n2)c1	1%	i	1%	-3%	20%	63%[activator]	2%	i	16%
Cc1ccccc1NC(=O)c1cccc(NC(=O)CCC(=O)O)c1	-5%	i	2%	6%	11%	31%[activator]	-3%	i	-4%
CN(c1ccccc1)S(=O)(=O)c1cccc(NC(=O)c2ccc(=O)[nH]c2)c1	3%	i	1%	-8%	8%	10%	-3%	-49%[inhibitor]	10%
CCCC(=O)C1=C(O)C(C(=O)OC)C(C)(C)CC1=NC(C)C (configuration not stated)	8%	i	3%	20%	-10%	19%	7%	1%[57.5 µM]	9%
CC(=O)N1CCCc2cc(S(=O)(=O)N3CCN(C4CCCCC4)CC3)ccc21	1%	i	0%	8%	-7%	-9%	13%	i	-23%

Single values from the list.
In aSyn yeast inh, C=Cc1ccc(CSc2cc(C)nc3nc(C)nn23)cc1 has 11%
In Abeta rescue, N#Cc1ncc(Cl)c2ccccc12 has 0%
In HEK293 tox, COc1ccccc1OCc1ccc(C(=O)Nc2cc(OC)c(OC)c(OC)c2)o1 has 2%

Further records
SMILES	aSyn yeast inh	pAkt inh	MmCpn inh	HEK293 tox	TDP-43 yeast inh	GLP1R inv ag	FUS suppressor	PTHR1 ag	Abeta rescue
CCOC(=O)C(CC)(CC)C(=O)/C=C/c1ccc(OC)cc1	12%	i	-1%	9%	2%	u	2%	i	-95%[inhibitor]
COc1ccc(NC(=O)CN(C)C(=O)c2cc(-c3ccc(Cl)cc3)nc3ccccc23)cc1	-21%	i	0%	u	u	u	28%	-14%	-3%
COc1ccc(OC)c(N2C(=O)[C@@H]3C(c4ccccc4Cl)=NO[C@@H]3C2=O)c1	5%	i	-10%	-8%	8%	0%	41%	i	-17%
COc1cccc(C#Cc2c(CO)[nH]c3ccccc23)c1	-11%	i	-3%	7%	-29%	u	29%	i	-7%
COc1ccccc1NC(=O)CC1C(=O)NCCN1C(=O)Nc1ccccc1 (configuration not stated)	-7%	i	0%	3%	-18%	0%	29%	0%[57.5 µM]	-14%
CCN1C(=C2C(=O)c3ccccc3C2=O)C=Cc2ccccc21	-4%	i	-5%	-26%	21%	0%	18%	i	7%
CCOc1ccc(C(=O)Nc2cccc3nsnc23)cc1[N+](=O)[O-]	-6%	i	3%	-4%	-8%	0%	6%	i	-26%
O=C(NC(CC(=O)N1CCN(c2ccccc2O)CC1)c1ccccc1)c1ccccc1Cl (configuration not stated)	-2%	i	2%	50%[activator]	-6%	8%	x	u	-5%
CCCCN1C(=O)C(CC(=O)NCc2cccc3ccccc23)CC(C(=O)N(C)C)=C1C (configuration not stated)	2%	i	x	4%	22%	1%	23%	0%	1%
O=C1c2ccccc2C(Nc2ccc3c(c2)OCO3)N1Cc1ccc2c(c1)OCO2 (configuration not stated)	3%	i	1%	-2%	14%	4%	6%	-47%[inhibitor]	14%
CCN(CC)C(=S)Nc1cc(C(=O)OC)ccc1C(=O)OC	2%	i	-1%	10%	4%	2%	1%	i	-8%
CN(C)/C=N/c1nc(-c2ccc3c(c2)OCO3)cs1	-1%	i	0%	6%	18%	-8%	-8%	-5%	-6%
COc1ccc(NC(=O)COC(=O)C2COc3ccccc3O2)cc1 (configuration not stated)	1%	i	x	-8%	-3%	0%	-21%	i	14%
COc1ccc(OCc2nc3ccccc3n2Cc2ccccc2Cl)cc1	x	x	x	5%	25%	-14%	-2%	-53%[inhibitor]	-4%
CCCCN1C(Nc2ccccc2)=NC[C@@H]1Cc1ccccc1	2%	i	0%	-6%	-4%	-10%	-15%	-5%	-2%
CCOC(=O)c1cccc(NS(=O)(=O)c2cc(Br)cc3c2N(C(=O)C2CC2)CC3)c1	x	x	x	-7%	15%	-29%	-15%	-43%[inhibitor]	1%
O=C(Cn1cnc2c(NCc3ccccc3)ncnc21)NCc1ccccn1	1%	i	0%	0%	5%	6%	-20%	-4%	8%
Cc1ccc(SCC(=O)NCCN2C(=O)CSC2=O)cc1C	-2%	i	-1%	4%	9%	0%	5%	i	0%
C#CCSc1nccc(-c2nn(-c3ccc(C)cc3)ccc2=O)n1	5%	i	-17%	-21%	-15%	-12%	35µM*	i	-7%
Cc1csc2ncnc(N3CCN(S(=O)(=O)c4cccc(C(F)(F)F)c4)CC3)c12	12%	i	0%	0%	18µM*	u	x	i	-53%[inhibitor]
CCN(Cc1cc2ccccc2[nH]c1=O)C(=O)c1cccc([N+](=O)[O-])c1	-2%	i	1%	-12%	-8%	11%	7%	i	7%
Cc1cnc(C(=O)OCc2csc(CC(=O)Nc3ccccc3C)n2)cn1	-1%	i	-2%	0%	-1%	-2%	25%	i	-16%
Cc1ccc(NS(=O)(=O)c2cc(C(=O)O)ccc2Cl)cc1	6%	i	-3%	-19%	6%	-18%	28%	-4%[57.5 µM]	7%
Fc1ccc(-n2nc(-c3ccccc3)c3cnc4ccccc4c32)cc1Cl	x	x	x	-8%	-17%	10%	9%	u	-28%
CCOC(=O)/C(=C/C=C1\Sc2cc(OCC)c(OCC)cc2N1CC)C(C)=O	6%	i	-3%	-3%	5%	-3%	23%	-3%	-5%
O=C(CSc1nnc(CN2CCCC2)n1-c1ccc(F)cc1)c1ccc2c(c1)OCO2	-12%	i	-11%	8%	8%	u	21%	i	-26%
CN=C1S/C(=C\c2ccc(O)c(Br)c2)C(=O)N1C	-19%	i	0%	-6%	-21%	41%[activator]	8%	i	-55%[inhibitor]
Cc1cc(NC(=O)CSc2ccc3nnc(-c4ccccc4)n3n2)no1	-1%	i	-3%	-16%	-29%	51%[activator]	11%	-12%[57.5 µM]	7%
CCOC(=O)C1=C(N)Oc2ccc3ccccc3c2C1c1ccc(O)c(OC)c1 (configuration not stated)	9%	i	-1%	-2%	u	u	21%	-14%	-5%
CCCN1C(=O)CN(C2CCCCCC2)C(=O)C1c1ccc(C)cc1 (configuration not stated)	2%	i	-1%	u	-23%	u	11%	-7%[57.5 µM]	-1%
